Screening data from PubChem BioAssay.
CHO-K1 Ca antag – counter-screen for M1 antagonists: effect in parental CHO-K1 cells. ATP-induced calcium, Fluo-8 fluorescence. inhibition, % at 3 µM. 360,000 compounds, 0.6% hits;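 active means inhibition above a per-plate cutoff, the plate's mean sample inhibition plus 3 SD, cut at about 24% in these data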;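 further: 0% = DMSO plus EC80 ATP and 100% = DMSO alone without ATP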
CHRM4 antagonist – CHRM4 antagonism in calcium assay | P08173 | CHO-hM4 cells, ACh EC80, Fluo-8 calcium fluorescence | inhibition, % at 3 µM | 360,000 compounds, 0.73% hits;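 active means inhibition above its plate's cutoff, the mean inhibition of sample wells plus 3 SD, cut at about 27% in these data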;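 further: 0% = acetylcholine EC80 with DMSO and 100% = DMSO without agonist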
Target sequence (P08173 whole entry, looked up): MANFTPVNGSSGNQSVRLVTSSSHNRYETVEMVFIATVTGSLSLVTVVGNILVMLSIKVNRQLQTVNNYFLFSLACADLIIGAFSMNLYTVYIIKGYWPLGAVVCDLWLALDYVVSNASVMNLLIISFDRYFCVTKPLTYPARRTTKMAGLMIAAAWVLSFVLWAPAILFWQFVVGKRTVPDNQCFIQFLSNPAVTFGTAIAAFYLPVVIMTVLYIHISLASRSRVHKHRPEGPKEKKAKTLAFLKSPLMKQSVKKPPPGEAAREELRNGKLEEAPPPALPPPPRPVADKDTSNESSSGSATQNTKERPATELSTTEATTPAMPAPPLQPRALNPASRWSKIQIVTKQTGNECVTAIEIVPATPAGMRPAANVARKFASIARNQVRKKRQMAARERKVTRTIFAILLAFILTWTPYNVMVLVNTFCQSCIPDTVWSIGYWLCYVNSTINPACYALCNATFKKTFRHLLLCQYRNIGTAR
M1 ag parental – counter-screen for M1 agonists: effect in parental CHO-K1 cells; Fluo-8 calcium fluorescence; scaled to maximal ATP response, vehicle zero; activation, % at 3 µM; 360,000 compounds, 0.48% hits; in the data active means activation above about 15%;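 further: untransfected CHO-K1 host cells lacking M1 receptor as counterscreen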
CHRM1 PAM – human CHRM1 positive allosteric modulation; P11229; activation, % at 3 µM; 360,000 compounds, 0.088% hits; AID 588819; CHO-K1 hM1, Fluo-8 calcium fluorescence, ACh EC20; 0% = ACh EC20, 100% = maximal ACh; in the data active means activation above about 19%, passing the limit was not always enough
Target sequence (P11229 whole entry, looked up): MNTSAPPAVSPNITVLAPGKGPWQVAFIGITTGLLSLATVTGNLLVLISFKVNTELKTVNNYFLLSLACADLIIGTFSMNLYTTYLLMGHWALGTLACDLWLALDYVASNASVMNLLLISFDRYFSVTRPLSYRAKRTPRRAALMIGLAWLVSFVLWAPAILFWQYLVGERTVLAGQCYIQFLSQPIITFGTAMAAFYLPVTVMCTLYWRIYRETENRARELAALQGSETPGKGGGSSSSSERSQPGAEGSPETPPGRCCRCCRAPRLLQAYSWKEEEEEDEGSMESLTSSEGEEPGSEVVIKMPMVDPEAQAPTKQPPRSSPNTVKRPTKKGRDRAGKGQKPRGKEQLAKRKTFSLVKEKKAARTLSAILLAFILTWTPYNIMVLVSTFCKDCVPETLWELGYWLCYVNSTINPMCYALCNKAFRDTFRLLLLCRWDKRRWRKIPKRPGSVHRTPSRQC
M1 antag – antagonists of human M1 muscarinic receptor | CHO-K1 hM1, Fluo-8 calcium fluorescence, ACh EC80 antagonist | inhibition, % at 3 µM | 360,000 compounds, 1.3% hits | AID 588852;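 active means percent inhibition above its own plate's cutoff, namely the mean of that plate's compound wells plus 3 SD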;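 further: peak over basal fluorescence ratio during 140 s after agonist addition; 0% = ACh EC80 plus DMSO and 100% = DMSO alone without agonist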
CHRM1 agonist – activates human CHRM1 receptor; CHO-K1 hM1, Fluo-8 calcium fluorescence, agonist mode; 0% DMSO, 100% acetylcholine EC100; P11229; 360,000 compounds, 0.33% hits; activation, % at 3 µM;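 active means activation above the run's mean compound activation plus 3 SD, cut at about 16% in these data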;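 further: peak over basal fluorescence ratio within a 140 s kinetic read after compound addition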
CHO parental Ca – counter-screen: ATP calcium response change in parental CHO cells | inhibition, % at 5.6 µM | 330,000 compounds, 0.63% hits | parental CHO-K1, ATP-induced calcium, Fluo-8 fluorescence | AID 463079;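 active means inhibition above that plate's mean sample inhibition plus 3 SD, cut at about 26% in these data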;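 further: 0% = ATP-challenged DMSO wells and 100% = DMSO wells without ATP; some compounds past the cut are filed as inactive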
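Assay system: parental CHO cells; Read-out basis: percent inhibition of ATP-evoked calcium rise, normalized to controls; Benchmarks: ATP and no-ATP DMSO wells; Compound dosing: single nominal dose of 5.6 µM per compound; Signal: Fluo-8 calcium dye fluorescence; Also added: ATP as calcium-mobilizing challenge; Repeats: singlicate.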
OXTR potentiator – potentiates the human oxytocin receptor response. P30559. CHO-OTR cells, Fluo-8 calcium fluorescence, potentiator mode; 0% = oxytocin EC15, 100% = EC100. activation, % at 3 µM. 320,000 compounds, 0.061% hits. AID 2445;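 active means activation above that plate's cutoff, the mean activation of tested compounds plus 3 SD, cut at about 6.6% in these data, passing the limit was not always enough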;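 further: 100% uses oxytocin at 75 nM as the full agonist control; some results filed as inactive read as strong as hits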
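Material: CHO-OTR cells, human receptor; compound dosing: single dose, 3.0 µM nominal final compound concentration; schedule: 6 min compound pre-incubation at room temperature, 100 s kinetic read; measured by: kinetic Fluo-8 calcium fluorescence; read-out basis: % activation vs EC15 and EC100 oxytocin; controls: EC15 oxytocin alone as 0%, 75 nM oxytocin as 100%; replicates: singlicate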
M4 ag – CHRM4 agonism in calcium assay; P08173; CHO-K1 hM4/Gqi5, Fluo-8 calcium fluorescence; vehicle 0%, full acetylcholine response 100%; activation, % at 3 µM; 360,000 compounds, 0.14% hits; AID 624127;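 active means activation above the run mean over all test wells plus 3 SD, cut at about 32% in these data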;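 further: peak over basal fluorescence ratio per well then scaled between controls; 0% = DMSO wells and 100% = acetylcholine at EC100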
Starred values were filed as active, the others as inactive; nt = not tested or not shown.

Value order – CHO-K1 Ca antag	CHRM4 antagonist	M1 ag parental	CHRM1 PAM	M1 antag	CHRM1 agonist	CHO parental Ca	OXTR potentiator	M4 ag
> COc1ccc(OCCCC(=O)NCCc2nc3ccccc3[nH]2)cc1
    1	-2	0.3	7	-7	-9	-23	-6	2
> O=C(OCC(=O)N1CCc2ccccc21)C1=COCCO1
    11	10	-0.3	12	-1	-2	-11	6	-1
> CSCC(O)Cn1ncc2ccccc2c1=O (stereo not given)
    -14	-29	3.5	9	-14	0	4	-5	1
> CCOC(=O)c1ccc(NC(=S)Nc2ccc3[nH]c(=O)[nH]c3c2)cc1
    -4	5	0.2	3	-4	-6	3	2	1
> CN1C(=O)N(C)C2(c3ccccc3)N(C)C(=O)NC12c1ccccc1 (stereo not given)
    17	2	0.1	15	-9	-4	11	1	1
> Cc1cc(-c2ccc(C)c(S(=O)(=O)N3CCN(c4ccc(F)cc4)CC3)c2)on1
    15	17	0.2	-7	8	0	0	-11	0
> CS(=O)(=O)Nc1ccccc1C(=O)Nc1ccc2c(c1)OCCO2
    4	-2	0.6	3	0	-3	-2	9	1
> CCOc1ccc(NC(=S)NCCCc2ccccc2)cc1
    -15	12	6.8	-9	12	-6	-7	3	3
> C=CCn1c(SCC(=O)NCc2ccc3c(c2)OCO3)nnc1C1COc2ccccc2O1 (stereo not given)
    -2	9	0.8	3	-1	-1	-3	-6	2
> CCc1ccc(/C=C2\Oc3c(ccc(O)c3CN3CCN(C)CC3)C2=O)cc1
    -17	7	1.3	5	-16	1	-8	-1	2

Value order – CHO-K1 Ca antag	CHRM4 antagonist	M1 ag parental	CHRM1 PAM	M1 antag	CHRM1 agonist	CHO parental Ca	OXTR potentiator	M4 ag
> CN(c1ccccc1C(=O)NCc1ccccc1Cl)S(=O)(=O)c1ccccc1
    -6	-1	3.2	3	-9	-8	-27	1	3
> Cc1cc2ncn(/N=C/c3ccc([N+](=O)[O-])s3)c2cc1C
    -7	2	0.1	12	-12	-1	-10	-5	2
> CCCCCC(=O)N1C[C@H](n2cc(-c3ccc(F)cc3)nn2)[C@@H](O)C[C@@H]1c1ccc(OC)cc1
    -20	6	1.7	5	-10	-2	nt	nt	2
> Cc1ccc2nc(SCC(=O)Nc3ccc4c(c3)OCCO4)nc(=O)n2c1
    -18	-4	0.7	9	-5	0	-22	8	1
> NC(=O)CC(NC(=O)c1ccccc1)c1ccc(NC2CCN(Cc3ccccc3)CC2)c([N+](=O)[O-])c1 (stereo not given)
    -10	5	0.4	-16	23	-11	-1	5	0
> CCOC(=O)N1CCN(Cc2cn[nH]c2-c2cccc3ccccc23)CC1
    -2	23	0.9	12	-8	-2	-17	-3	2
> Oc1ccccc1Nc1ccccn1
    -12	4	1.4	6	-10	-6	5	-16	0
> COc1ccc(C(=O)O)cc1S(=O)(=O)NCc1ccccn1
    -11	3	0.1	4	-8	-3	2	-5	0
> CCOc1ccc2ccccc2c1CNCCN1CCOCC1
    -7	-7	0.7	4	-6	-5	-22	5	0
> CCCCCCc1ccc(N2C[C@H](Cc3ccccc3)[C@@H](CC(=O)Nc3ccccc3)C2=O)cc1
    1	3	-0.2	20	-8	5	-25	-5	0

Value order – CHO-K1 Ca antag	CHRM4 antagonist	M1 ag parental	CHRM1 PAM	M1 antag	CHRM1 agonist	CHO parental Ca	OXTR potentiator	M4 ag
> Cc1cc(SCC(=O)Nc2cccc(S(=O)(=O)N3CCOCC3)c2)nc2ccccc12
    -8	-6	0.9	1	-6	-13	-18	-5	4
> Cc1c(CNC2CCC(C)CC2)c(C(=O)O)c(C)n1Cc1ccccc1 (stereo not given)
    16	0	0.3	4	0	-8	-24	5	1
> OCCCn1c(C2CCCN2c2nc(-c3ccc(Cl)cc3)cs2)nc2cc(C(F)(F)F)ccc21 (stereo not given)
    -13	18	0.0	7	-6	-7	-24	2	0
> O=C(O)Cc1ccc(NC(=O)c2cnccn2)cc1
    -8	-3	0.3	11	-5	-3	-6	-3	2
> COc1cc(-c2nnc(COc3ccc(Cl)cc3C)o2)cc(OC)c1OC
    -1	1	0.1	0	-17	-1	-16	-14	0
> CN(CC(=O)N1CCc2ccccc21)S(=O)(=O)c1cccs1
    -3	1	-0.4	-2	-7	-4	-17	-5	0
> CCOc1ccc(S(=O)(=O)N(CC)CC)cc1NS(=O)(=O)c1ccc(F)c(F)c1F
    -2	-7	0.2	-2	-3	-1	-7	-4	0
> CC1C(=O)N(Cc2cn(CCC3OCCO3)nn2)CCS(=O)(=O)N1Cc1ccc(-c2cccc(N(C)C)c2)cc1 (stereo not given)
    -11	-12	3.2	-2	-4	-7	nt	nt	7
> Cc1ccc(OCc2nnc(SCc3nc4ccccc4[nH]3)n2Cc2ccco2)cc1
    2	9	8.0	-15	-6	5	32*	-22	13
> Cc1ccc(N2OC3C(=O)NC(=O)C3C2c2ccco2)cc1 (stereo not given)
    23	-19	0.9	1	-10	-3	-1	-3	8

A different layout for part of the listing above:
Cc1c(CNC2CCC(C)CC2)c(C(=O)O)c(C)n1Cc1ccccc1 (stereo not given)
  CHO-K1 Ca antag: 16; CHRM4 antagonist: 0; M1 ag parental: 0.3; CHRM1 PAM: 4; M1 antag: 0; CHRM1 agonist: -8; CHO parental Ca: -24; OXTR potentiator: 5; M4 ag: 1

OCCCn1c(C2CCCN2c2nc(-c3ccc(Cl)cc3)cs2)nc2cc(C(F)(F)F)ccc21 (stereo not given)
  CHO-K1 Ca antag: -13; CHRM4 antagonist: 18; M1 ag parental: 0.0; CHRM1 PAM: 7; M1 antag: -6; CHRM1 agonist: -7; CHO parental Ca: -24; OXTR potentiator: 2; M4 ag: 0

O=C(O)Cc1ccc(NC(=O)c2cnccn2)cc1
  CHO-K1 Ca antag: -8; CHRM4 antagonist: -3; M1 ag parental: 0.3; CHRM1 PAM: 11; M1 antag: -5; CHRM1 agonist: -3; CHO parental Ca: -6; OXTR potentiator: -3; M4 ag: 2

COc1cc(-c2nnc(COc3ccc(Cl)cc3C)o2)cc(OC)c1OC
  CHO-K1 Ca antag: -1; CHRM4 antagonist: 1; M1 ag parental: 0.1; CHRM1 PAM: 0; M1 antag: -17; CHRM1 agonist: -1; CHO parental Ca: -16; OXTR potentiator: -14; M4 ag: 0

(cont.)
Value order – CHO-K1 Ca antag	CHRM4 antagonist	M1 ag parental	CHRM1 PAM	M1 antag	CHRM1 agonist	CHO parental Ca	OXTR potentiator	M4 ag
> Cc1cc(SCC(=O)c2cc3ccccc3o2)nc2ccccc12
    9	12	1.7	-5	14	-3	-6	-6	2
> CCS(=O)(=O)NCCc1csc(-c2ccccc2)n1
    13	5	0.2	14	-19	-1	-10	-17	2
> C=CCNc1ccc(F)c(F)c1N1CCCCCC1=O
    1	6	0.6	8	-1	0	-13	-12	1
> COc1ccc(OC)c(C(=O)CN2CCN(S(=O)(=O)c3ccc(Br)cc3)CC2)c1
    15	-9	-0.3	3	5	-3	-25	-5	0
> CC1=Nn2c(nnc2-c2ccccc2)SC1
    -7	1	0.6	7	-14	-2	3	-11	1
> Cn1nnnc1Sc1ncnc2scc(-c3ccc(Cl)cc3)c12
    0	23	-0.7	-7	5	-8	-22	1	2
> O=C(CCSc1nnc(-c2ccc(O)cc2)o1)N1CCOCC1
    -7	4	0.8	7	1	-4	-5	-19	1
> O=C1N=c2ccccc2=C1c1sc(=S)n(-c2ccc(O)cc2)c1O
    -13	-6	0.8	-2	-8	-5	31	-15	0
> COc1ccc(CNC(=O)CN2C(=O)COc3ccc(S(=O)(=O)NC4CCCC4)cc32)cc1
    1	-8	0.0	20	-16	2	-19	-5	0
> S=C(Nc1ccc2nsnc2c1)N1CCCCC1
    -1	11	1.9	9	-2	-4	-3	-7	2

molecule	CHO-K1 Ca antag	CHRM4 antagonist	M1 ag parental	CHRM1 PAM	M1 antag	CHRM1 agonist	CHO parental Ca	OXTR potentiator	M4 ag
Cc1cc(=S)cc(C)n1CCCn1ccnc1	-3	2	-0.1	-9	16	-5	7	5	1
N#Cc1ccsc1NC(=O)C1=COCCO1	-8	10	0.4	1	0	-4	-11	-7	2
O=c1c(Cl)c(NCC2CCCO2)cnn1C12CC3CC(CC(C3)C1)C2 (stereo not given)	-11	5	0.2	14	-20	-4	8	-5	1
CCN(C(=O)c1cc(Cl)ccc1OC)c1ccccc1	9	11	-0.2	-3	22	-4	-16	-3	0
Cc1ccc(-c2c(C(=O)O)c(C(=O)O)c3n2CSC3)cc1	-7	1	0.1	13	-12	-3	-4	-16	0
CCCCCC(=O)NNC(=O)c1c(O)c2ccccc2n(CC)c1=O	-12	-10	0.3	20	-6	-1	-19	-6	1
CC(C)c1c(C(=O)N/N=C/c2ccc3c(c2)OCO3)nnn1-c1nonc1N	-2	7	0.6	-2	13	1	-10	-3	1
CCN(CC)S(=O)(=O)c1ccc(Cl)c(C(=O)NCCN2CCOCC2)c1	-8	1	2.0	7	-9	-6	-5	-7	2
NC(=O)NC(CC(=O)N1CCc2ccccc2C1)c1ccc(Cl)cc1 (stereo not given)	-10	-10	5.9	5	-1	-2	6	-5	2
Cc1cc(C)nc(N2CCCC(C(=O)NCC(c3ccccc3)c3ccccc3)C2)n1 (stereo not given)	21	6	-0.1	4	-7	-5	-28	-9	-1
O=C(Cn1c(CO)nc2ccccc21)Nc1cc(C(F)(F)F)ccc1N1CCOCC1	-10	-2	0.6	1	-17	0	-19	-7	3
COc1cc(NC(=S)NC(=O)c2ccccc2F)ccc1NC(=O)c1cccs1	-6	1	-0.2	2	-7	-3	-17	-5	0
O=C(NC1CCCCNC1=O)c1ccc(Cl)cc1 (stereo not given)	-4	-7	0.1	0	-10	-3	6	-12	1
O=C(CS(=O)(=O)c1ccc(Cl)cc1)N1CCN(c2ccccc2)CC1	-8	-13	1.1	15	-25	0	nt	nt	2
CC(C)OCCCNC(=O)CNC(=O)c1cccs1	-18	-15	0.0	13	-27	3	-3	-2	1

molecule	CHO-K1 Ca antag	CHRM4 antagonist	M1 ag parental	CHRM1 PAM	M1 antag	CHRM1 agonist	CHO parental Ca	OXTR potentiator	M4 ag
CCC(C)NC(=O)c1c(F)c(F)c(F)c(F)c1F (stereo not given)	-9	5	0.1	-8	9	-2	-3	-1	1
COc1ccc(/C=C/C(=O)Nc2cc(S(=O)(=O)N3CCCCC3)ccc2N2CCCCC2)cc1OC	-7	-4	-0.1	3	0	-4	-13	-1	-1
COc1ccc(C2C(C#N)=C(N)N(c3ccccc3C#N)C3=C2C(=O)CCC3)cc1CN1CCCC1 (stereo not given)	8	8	-0.3	-4	8	-10	-11	-8	1
O=C(NCCCN1CCOCC1)C(=O)N/N=C/c1ccccc1	6	-4	-0.4	-6	10	-6	-4	-7	0
COC(=O)C/C=C/N(Cc1ccccc1OC)S(=O)(=O)CCl	-12	-13	0.7	6	-11	0	-15	nt	2
O=S(=O)(NCc1ccccn1)c1ccc(Cl)c(C(F)(F)F)c1	-18	0	-0.5	8	-11	-1	1	1	3
